Source: PubChem (National Center for Advancing Translational Sciences (NCATS))
Nrf2 inh – inhibitors of Nrf2 signaling; Potency, µM (titrated, usually from 46 µM), inactives show at the highest dose activity change, negative = inhibition, usual class: inhibitors; 360,000 compounds, 2.1% hits; A549 ARE-Fluc reporter, luciferase luminescence, 18-24 h; AID 504444; also: % is scaled to controls: 0 for no effect and ±100 for the full control effect; nearly all actives have a fitted effect of over 60% in size
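A549 ARE_Fluc cells, 5000/well, 5% FBS OPTI-MEM; compounds in dose-response, 18-24 h at 37 °C/5% CO2; CellTiter-Fluor viability read (Ex 405/Em 525), then BugLite luciferase luminescence = Nrf2 activity.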
Nrf2 activator – activators of Nrf2 (ARE) signaling; AID 624171; 410,000 compounds, 0.31% hits; AREc32 ARE-luciferase reporter (MCF7-derived line), luminescence, 24 h; Potency, µM (titrated, usually from 46.1 µM), inactives show at the top dose activation, actives largely listed as activators; also: % of control where 0% means no effect; nearly all actives have a fitted effect of over 65% in size
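Each well held 1000 AREc32 cells, which were incubated with compound for 24 hr at 37 deg C after overnight attachment, and ARE reporter activity was quantified by firefly luciferase luminescence.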
ATXN viability – viability counter-screen for ATXN expression inhibitors. S2 cells (HEK-293 line with an ATXN2-luciferase reporter) viability, CellTiter-Fluor protease fluorescence, 24 h. Potency, µM (doses to about 56.7 µM), actives largely listed as cytotoxic. 400,000 compounds, 0.49% hits. AID 651635; also: nearly all actives have a fitted effect of over 40% in size
ATXN2 expr inh – inhibitors of ATXN2 expression; HEK-293 ATXN2-luciferase reporter, luminescence, 24 h; Potency, µM (titrated, usually from 57 µM), without a hit: at the highest dose activity change, negative = inhibition, usual class: inhibitors; 360,000 compounds, 0.72% hits; AID 1745845; also: % is scaled to controls: 0 for no effect and ±100 for the full control effect; nearly all actives have a fitted effect of over 55% in size
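qHTS (up to 57 uM final) was run with 24 h compound exposure of reporter cells at 37 °C. Each well was multiplexed: SteadyGlo luminescence measured ATXN2-luciferase expression after a fluorogenic Gly-Phe-AFC viability readout (25 uM final).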
MCF10A rereplic – inducers of DNA re-replication in MCF 10A breast cells. MCF 10A DNA re-replication, Hoechst nuclear intensity, 48 h. Potency, µM (titrated, usually from 46.1 µM), for the others: top-dose activity, positive = re-replication, actives largely listed as activators. 350,000 compounds, 2.9% hits; also: % of control where 0% means no effect; nearly all actives have a fitted effect of over 50% in size
HepG2 viability – counter-screen for TGF-b inhibitors: cytotoxicity in HepG2 cells; HepG2 CAGA-GFP viability, ATP luminescence, 18 h; 410,000 compounds, 0.76% hits; Potency, µM (titrated, usually from 46.1 µM), for inactives: at the top dose activity change, negative = cytotoxicity, most hits filed as cytotoxic; also: some results filed as inactive show a strong effect at the top dose
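HepG2 CAGA-GFP cells (1000/well, DMEM with 1% FBS) received compound, then TGF-beta at 500 pg/mL final, and were incubated 18 hours at 37 degrees C. Viability was read by CellTiter-Glo luminescence. Media-only wells were set as complete cell-killing and DMSO as no toxicity.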
EPAC2 antag – EPAC2 (human) antagonism | EPAC2 GEF exchange of Rap1B-BODIPY-GDP, fluorescence | Potency, µM (series often up to 114 µM), for inactives: at the highest dose activity, negative = inhibition, actives largely listed as inhibitors | 360,000 compounds, 0.18% hits | AID 720708; also: % is scaled to controls: 0 for no effect and ±100 for the full control effect; nearly all actives have a fitted effect of over 45% in size; many of its hits are not listed in these tables
Target sequence (Q8WZA2 whole entry, looked up): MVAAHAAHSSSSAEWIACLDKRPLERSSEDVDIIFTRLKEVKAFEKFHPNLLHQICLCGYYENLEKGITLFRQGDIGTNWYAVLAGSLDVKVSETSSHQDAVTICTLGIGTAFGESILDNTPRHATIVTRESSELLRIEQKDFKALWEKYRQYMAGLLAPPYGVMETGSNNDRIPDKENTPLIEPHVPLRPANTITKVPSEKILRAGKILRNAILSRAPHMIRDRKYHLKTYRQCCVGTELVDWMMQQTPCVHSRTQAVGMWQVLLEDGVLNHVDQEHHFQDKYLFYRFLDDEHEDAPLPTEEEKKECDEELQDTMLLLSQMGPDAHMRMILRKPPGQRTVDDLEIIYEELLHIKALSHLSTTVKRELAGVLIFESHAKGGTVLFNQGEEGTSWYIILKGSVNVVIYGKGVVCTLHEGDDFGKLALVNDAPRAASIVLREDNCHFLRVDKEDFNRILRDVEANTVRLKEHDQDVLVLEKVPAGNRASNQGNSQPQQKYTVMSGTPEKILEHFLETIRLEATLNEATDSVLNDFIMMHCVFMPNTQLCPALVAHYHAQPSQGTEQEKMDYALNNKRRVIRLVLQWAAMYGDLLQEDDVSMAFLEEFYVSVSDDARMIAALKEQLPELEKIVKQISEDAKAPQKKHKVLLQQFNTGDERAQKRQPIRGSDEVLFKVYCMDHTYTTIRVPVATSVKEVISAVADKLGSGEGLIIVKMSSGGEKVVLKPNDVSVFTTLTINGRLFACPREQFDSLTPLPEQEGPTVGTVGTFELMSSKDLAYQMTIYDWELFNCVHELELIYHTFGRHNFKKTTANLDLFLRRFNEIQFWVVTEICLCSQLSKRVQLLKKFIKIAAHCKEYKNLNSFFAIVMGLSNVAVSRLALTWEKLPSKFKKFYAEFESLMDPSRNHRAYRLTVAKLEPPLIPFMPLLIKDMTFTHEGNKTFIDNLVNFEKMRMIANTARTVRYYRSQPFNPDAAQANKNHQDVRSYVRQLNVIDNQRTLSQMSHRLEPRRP
TGFb inhibitor – inhibitors of TGF-b signaling. HepG2 CAGA-GFP TGF-b/SMAD3 reporter, GFP fluorescence, 18 h; TGF-beta stimulated, 500 pg/mL final. Potency, µM (top dose mostly 46.1 µM), for the others: at the top dose activity, negative = inhibition, actives largely listed as inhibitors. 410,000 compounds, 1.2% hits. AID 588855; also: % is scaled to controls: 0 for no effect and ±100 for the full control effect; nearly all actives have a fitted effect of over 65% in size
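First, reporter cells (HEPG2 CAGA-GFP) rested 2 h at 37 degrees C. Next, compounds were pinned in and TGF-beta added to 500 pg/mL final. After 18 h, GFP was imaged per cell and summed per well.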
A549 tox – kills or reduces viability of A549 cells in Nrf2 counter-screen; A549 ARE-Fluc cells, CellTiter-Fluor viability, 18-24 h; Potency, µM (titrated, usually from 46 µM), for the others: top-dose activity change, negative = cytotoxicity, most hits filed as inhibitors; 390,000 compounds, 0.16% hits; also: % is scaled to controls: 0 for no effect and ±100 for the full control effect
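A549 ARE_Fluc cells in 5% FBS OPTI-MEM were exposed to compounds in concentration-response for 18-24 h at 37 deg C. Viability was read by CellTiter-Fluor fluorescence (Ex 405/Em 525) after 30 min, before the luciferase read.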
Starred values were filed as active, the others as inactive; i = inactive; ? = inconclusive; / = not tested or not shown; & = joins results of further samples; [ ] = remark or other dose. Calls follow the shape of the dose curve; as a rule, active = well fitted curve in the direction sought with a large enough effect; inconclusive = small, poorly fitted or top-dose-only effect, or another doubt; inactive = no such curve, though single readings can be large; an effect the other way counts as inactive or inconclusive. Potency is read from the fitted curve at half-maximal effect. These rows are one share of the data; rates above refer to the full screens.

SMILES	Nrf2 inh	Nrf2 activator	ATXN viability	ATXN2 expr inh	MCF10A rereplic	HepG2 viability	EPAC2 antag	TGFb inhibitor	A549 tox
CCOC(=O)c1c(NC(=O)C(C)Sc2cn(CCNC(=O)c3ccc(OC)c(OC)c3)c3ccccc23)sc2c1CCC2 (stereo not drawn)	-24%	0.6%	i	-7%	/	-21%	/	8%	-2%
O=C(NN1CCOCC1)c1cn(-c2ccccc2)nc1-c1cccs1	9%	0.2%	i	-1%	7%	-4%	-3%	-2%	3%
CCC(c1nnnn1C1CCCC1)N1CCN(c2cccc(OC)c2)CC1 (stereo not drawn)	-1%	-0.1%	i	-17%	-11%	-8%	-2%	22%	1%
CCN1CCN(C(=O)c2ccc3c(c2)N(Cc2ccccc2)C(=O)c2ccccc2S3(=O)=O)CC1	-9%&15%	-0.2%&3.6%	i	-8%	5%	-21%&-14%	5%	8%	6%&2%
Cc1c(CC(Cl)(Cl)Cl)c2c(n1O)CC(C)(C)CC2=O	6%	2.8%	i	3%	?	11%	-3%	0%	-2%
N#Cc1ccccc1CSCCNC(=O)Cc1c(F)cccc1Cl	8%	-0.6%	i	31%	0%	3%	1%	4%	1%
O=c1[nH]c(/C=C\c2cccc(C(F)(F)F)c2)nc(O)c1[N+](=O)[O-]	4%	-0.9%	i	2%	1%	-17%	-10%	1%	-2%
CCN1C(=O)C(=O)N(CC(=O)c2[nH]c(C)c(C(C)=O)c2C)C1=O	0%	0.0%	i	0%	-38%[inhibitor]	-4%	-2%	-8%	0%
COc1ccc(S(=O)(=O)NCCc2c(C)nn(C)c2Oc2ccccc2)cc1	?	2.3%	i	12%	8%	-25%	9%	?	-8%
COc1cc2c(C(=O)N3CCN(c4ccc(C)cc4)C(C)C3)cn(CC(C)C)c(=O)c2cc1OC (stereo not drawn)	-1%[9.27 µM]	6.0%	?	?	/	-18%	/	?	-16%
Cn1nc2c(c1C(=O)N1CCCC(C(=O)c3cc(F)ccc3F)C1)CCCC2 (stereo not drawn)	6%	0.3%	i	-28%	29%	-16%	1%	-4%	-2%
COC(=O)c1ccc(N2C(=O)c3ccc(OC)c(OC)c3C2=O)cc1	-11%	0.1%	?	-5%	-2%	0%	8%	-4%	2%
CCCn1c(COc2ccccc2OC)nc2ccccc21	5%	0.1%[9.22 µM]	i	3%	-8%	-5%	-24%	-5%	0%
CC1=C(C(=O)N(C)C)CC(CC(=O)NCc2cccc3ccccc23)C(=O)N1CCCN1CCCC1=O (stereo not drawn)	/	0.5%	i	6%	/	-1%	-7%	-12%	/
CCOc1ccc(N2CSC3=C(C#N)C(c4ccco4)CC(=O)N3C2)cc1 (stereo not drawn)	1%	0.1%	i	-6%	-3%	-4%	-1%	-27%	-7%[1.84 µM]
CCOc1cc2c(cc1OCC)C(c1c(F)cccc1Cl)CC(=O)N2 (stereo not drawn)	?	1.3%	i	8%	/	-36%	/	?	7%
NC(=O)c1nsc(C(=O)N(CC(=O)NCc2ccco2)c2ccccc2F)c1N	?	-0.7%	i	3%	-3%	-2%	18%	8%	-13%
COc1ccc(-n2c(SCC(=O)OC(C)C)nnc2-c2ccccn2)cc1	0%	-0.3%	i	0%	9%	-5%	-3%	-2%	3%
O=C(CN1CCCCCC1)OCCN=C1NS(=O)(=O)c2ccccc21	16%	-0.7%	i	8%	-5%	4%	0%	4%	-1%
COc1ccc(OC)c2c1C(=O)C(Cl)=C(Cl)C2=O	-3%	-1.2%	7.9µM*	7.1µM*	2.6µM*	-103%	3%	3.2µM*	?
CCOc1ccc(CCNC(=O)COC(=O)C2CC2)cc1OCC	7%	-0.4%	i	3%	2%	2%	7%	1%	-2%
CCc1nc2c(OCc3ccccc3)cccn2c1N(Cc1ccccc1)C(C)=O	/	0.2%	i	?	/	-3%	-14%	-16%	/
O=S(=O)(NCc1cn2ccsc2n1)c1cccs1	?	3.9%	i	8%	2%	-1%	0%	27%	-1%
Cc1nc(/C=C/c2ccccc2)cc(/C=C/c2ccccc2)n1	1%	3.7%	i	23%	15%	-6%	-4%[57.1 µM]	-11%	-7%
COc1ccc(-c2cc(C(=O)OCC(=O)Nc3cc(C)on3)c3ccccc3n2)cc1OC	21%	2.1%	/	0%	?	1%	11%[57.1 µM]	-4%	-5%

2 of these compounds in another layout.
canonical_smiles | Nrf2 inh | Nrf2 activator | ATXN viability | ATXN2 expr inh | MCF10A rereplic | HepG2 viability | EPAC2 antag | TGFb inhibitor | A549 tox
CCN1CCN(C(=O)c2ccc3c(c2)N(Cc2ccccc2)C(=O)c2ccccc2S3(=O)=O)CC1 | -9%&15% | -0.2%&3.6% | i | -8% | 5% | -21%&-14% | 5% | 8% | 6%&2%
CCCn1c(COc2ccccc2OC)nc2ccccc21 | 5% | 0.1%[9.22 µM] | i | 3% | -8% | -5% | -24% | -5% | 0%

The list goes on.
SMILES	Nrf2 inh	Nrf2 activator	ATXN viability	ATXN2 expr inh	MCF10A rereplic	HepG2 viability	EPAC2 antag	TGFb inhibitor	A549 tox
COc1cccc(-c2nn(C)c3sc(C(=O)N4CCN(c5cccc(C(F)(F)F)c5)CC4)cc23)c1	-17%	2.2%	?	-10%	/	-3%	/	-15%	-4%
COc1ccc2c(c1)CCc1sc(NC(=O)c3ccco3)nc1-2	-19%	5.5%	i	21%	14%	-19%	0%	-24%	-4%
CCn1c(C(=O)O)c(CC(=O)NC2CCCCCC2)c2ccccc21	-15%	-0.4%	i	6%	-5%	5%	8%	-3%	-3%
Cc1nc2c(OCc3ccc(C(F)(F)F)cc3)cccn2c1N(C)Cc1cccs1	/	-1.1%[9.22 µM]	32µM*	?	/	-101%	?	?	/
N#Cc1ccccc1NC(=O)c1ccc2c(c1)OCCO2	?	2.4%	?	14%	-3%	-6%	4%	10%	-14%
Nc1nonc1C(=O)OCC(=O)N1CCOCC1	13%	0.0%	i	-6%	-2%	-3%	6%	-9%	/
Cc1cc(=O)oc2cc(NS(=O)(=O)c3ccc(F)cc3)ccc12	?	3.8%	/	-3%	-15%	4%	2%	-22%	3%
CCCn1c(=N)n(CC(=O)OCC)c2ccccc21	/	-0.8%	i	-6%	8%	7%	8%	?	-1%
COc1ccc(CNC(=O)Nc2ccc3c(c2)N(C)C(=O)CS3)cc1	-6%	4.5%	i	/	24%	-24%	-8%	-8%	2%
COC(=O)c1sccc1NC(=O)C1CC=CCC1C(=O)O (stereo not drawn)	2%	-0.7%	i	2%	?	2%	-3%	-3%	-4%
COc1ccc(C2CC(c3cccs3)=NN2c2ccccc2)cc1 (stereo not drawn)	8%	0.6%	/	9%	?	8%	15%	?	?
COc1cc(/C=N/NC(=S)Nc2cccc(S(=O)(=O)N(C)C)c2)cc(OC)c1O	8%	0.9%	i	5%	-39%[inhibitor]	9%	-3%	2%	2%
CN1CCc2c(sc(NC(=O)CS(=O)(=O)c3ccc(F)cc3)c2C(N)=O)C1	?	0.2%	i	1%	-1%	9%	10%	1%	12%
COc1ccc(C(=O)Nc2cc3c4c(c2)C(C)C(=O)N4CCC3)cc1 (stereo not drawn)	8%	14%	i	12%	?	-19%	32%[activator]	-5%	8%
CCCSc1ccc([C@@H]2[C@@H]3C(=O)N(C)C(=O)[C@@H]3[C@]3(C(=O)OC)CCCN23)cc1OC	7%	1.6%	i	-5%	-3%	-3%	8%	-21%	3%
COc1cc(OC)c(OC)cc1/C=C/c1nc2cc3ccccc3cc2c(=O)n1-c1ccc(Cl)cc1	/	-0.9%	/	/	/	-26%	/	?	9%
O=C(O)c1nn(-c2cccc(Cl)c2)c(=O)cc1O	-2%	-0.6%	i	2%	0%	-11%	4%	-5%	1%
CCCCCOc1ccc(Cn2c(=O)oc3ccc(C)cc32)cc1OC	-27%	3.5%	i	-16%	/	-30%	/	-28%	-1%
O=C(NCCc1nnc2ccc(NCc3ccc(F)cc3)nn12)c1ccccc1	-3%	0.4%	i	/	1%	-18%	-2%	-1%	1%
Cn1cc(CC(=O)NC2CCCCC2)c2ccccc21	7%	0.8%	i	5%	-2%	0%	-3%	1%	11%

Gathered by group, the entries above with a thiophene ring, fused or not
SMILES	Nrf2 inh	Nrf2 activator	ATXN viability	ATXN2 expr inh	MCF10A rereplic	HepG2 viability	EPAC2 antag	TGFb inhibitor	A549 tox
CCOC(=O)c1c(NC(=O)C(C)Sc2cn(CCNC(=O)c3ccc(OC)c(OC)c3)c3ccccc23)sc2c1CCC2 (stereo not drawn)	-24%	0.6%	i	-7%	/	-21%	/	8%	-2%
O=C(NN1CCOCC1)c1cn(-c2ccccc2)nc1-c1cccs1	9%	0.2%	i	-1%	7%	-4%	-3%	-2%	3%
O=S(=O)(NCc1cn2ccsc2n1)c1cccs1	?	3.9%	i	8%	2%	-1%	0%	27%	-1%
COc1cccc(-c2nn(C)c3sc(C(=O)N4CCN(c5cccc(C(F)(F)F)c5)CC4)cc23)c1	-17%	2.2%	?	-10%	/	-3%	/	-15%	-4%
Cc1nc2c(OCc3ccc(C(F)(F)F)cc3)cccn2c1N(C)Cc1cccs1	/	-1.1%[9.22 µM]	32µM*	?	/	-101%	?	?	/
COC(=O)c1sccc1NC(=O)C1CC=CCC1C(=O)O (stereo not drawn)	2%	-0.7%	i	2%	?	2%	-3%	-3%	-4%
COc1ccc(C2CC(c3cccs3)=NN2c2ccccc2)cc1 (stereo not drawn)	8%	0.6%	/	9%	?	8%	15%	?	?
CN1CCc2c(sc(NC(=O)CS(=O)(=O)c3ccc(F)cc3)c2C(N)=O)C1	?	0.2%	i	1%	-1%	9%	10%	1%	12%
